Screening data (PubChem)
ALDH1A1 inh: qHTS Assay for Inhibitors of Aldehyde Dehydrogenase 1 (ALDH1A1). Aldehyde dehydrogenase 1A1 (Homo sapiens), P00352. Purified ALDH1A1, NADH fluorescence, propionaldehyde substrate. Potency, µM (top dose mostly 75.3 µM), for inactives: at the highest dose activity, negative = inhibition, hits mostly inhibitors. actives 7.3% (n = 220,000). AID 1030, 2008; active means well fitted inhibition curve with a large enough effect, not every such curve was filed as active; inconclusive means small, poorly fitted or top-dose-only effect, or another doubt; inactive means no such curve, though single readings can be large or run the other way;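 further: plate controls were no enzyme wells and a reference inhibitor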
SMN2 splice enh: qHTS Assay for Enhancers of SMN2 Splice Variant Expression. HEK293 SMN2-luciferase splicing reporter, luminescence, 30-36 h. Potency, µM (top dose mostly 46.1 µM), for the others: top-dose activity change, positive = activation, most hits filed as activators. actives 2.8% (n = 210,000). AID 1458, 2008; further: % of control where 0% means no effect; nearly all actives have a fitted effect of over 55% in size
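HEK293 cells carry an SMN2 […]–luciferase reporter in which exon 7 inclusion puts luciferase in frame. Cells were plated 10-12 h before compound addition, then incubated 30-36 h at 37C. ONE-Glo luminescence was read; sodium butyrate at 4.5 mM final served as control.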
RECQ1 helicase: qHTS Assay for Inhibitors of RecQ-Like Dna Helicase 1 (RECQ1); Potency, µM (doses to about 57.3 µM), for inactives: at the highest dose activity, negative = inhibition, actives largely listed as inhibitors; actives 0.54% (n = 240,000); RECQ1 DNA unwinding, red fluorescence kinetic read; ATP-dependent DNA helicase Q1 (Homo sapiens), P46063;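 further: plate controls were vehicle for no effect and no enzyme for full effect; nearly all actives have a fitted effect of over 30% in size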
Target sequence (P46063 whole entry, looked up): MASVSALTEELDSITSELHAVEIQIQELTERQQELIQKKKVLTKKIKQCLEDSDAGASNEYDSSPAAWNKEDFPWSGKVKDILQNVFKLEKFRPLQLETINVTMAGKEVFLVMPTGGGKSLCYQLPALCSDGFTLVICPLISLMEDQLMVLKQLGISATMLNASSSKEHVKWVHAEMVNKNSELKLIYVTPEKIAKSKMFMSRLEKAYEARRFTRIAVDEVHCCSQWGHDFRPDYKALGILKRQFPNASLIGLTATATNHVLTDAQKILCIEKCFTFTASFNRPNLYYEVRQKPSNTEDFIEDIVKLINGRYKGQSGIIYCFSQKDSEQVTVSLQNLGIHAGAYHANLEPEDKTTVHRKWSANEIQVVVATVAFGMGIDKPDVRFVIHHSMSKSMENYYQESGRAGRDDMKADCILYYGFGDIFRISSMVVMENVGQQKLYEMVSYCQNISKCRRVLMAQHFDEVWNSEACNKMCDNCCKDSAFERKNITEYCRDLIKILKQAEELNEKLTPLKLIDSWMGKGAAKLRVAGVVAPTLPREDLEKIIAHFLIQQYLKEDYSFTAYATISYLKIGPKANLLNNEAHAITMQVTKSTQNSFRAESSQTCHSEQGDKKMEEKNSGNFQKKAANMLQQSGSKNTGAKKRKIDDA
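50 nM RECQ1T1 preincubated 15 min with compound in Tris pH 8.0 buffer with MgCl2, DTT, Tween-20 and 2.5 ug/ml poly(dI-dC); started with 200 nM TAMRA/BHQ-2 forked duplex and 2 mM ATP. Unwinding read as fluorescence (525/598 nm), two reads 2 h apart.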
LMNA splice mod: qHTS Assay for Modulators of Lamin A Splicing. AID 1487, 2009. Potency, µM (doses to about 46.1 µM), for inactives: top-dose ratio change, negative = inhibition, usual class: inhibitors. actives 0.01% (n = 200,000). HeLa LMNA splicing GFP/RFP minigene ratio, 48 h; active means well fitted inhibition curve with a large enough effect in the signal ratio, with a control signal flat, not every such curve was filed as active; inconclusive means small, poorly fitted or top-dose-only effect, or effect the other way, or a change in a side signal; the % refers to the signal ratio; further: on the % scale 0 is the no-effect control and ±100 the full control effect
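S3 HeLa cells stably expressing lamin A-EGFP splicing minigene plus DsRed2, 600 cells/well, 48 h compound exposure at 37C. Laser-scanning cytometry; analysed as GFP (500-530 nm)/RFP (575-640 nm) total intensity ratio; 0.5% DMSO vehicle.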
L3MBTL1 inh: qHTS Assay for the Inhibitors of L3MBTL1 | actives 0.66% (n = 230,000) | Lethal(3)malignant brain tumor-like protein 1 (Homo sapiens), Q9Y468 | Potency, µM (top dose mostly 57.1 µM), without a hit: at the top dose activity, negative = inhibition, actives largely listed as inhibitors | AlphaScreen L3MBTL1–H3K9me1 peptide binding; further: on the % scale 0 is the no-effect control and ±100 the full control effect; nearly all actives have a fitted effect of over 60% in size
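L3MBTL1 (50 nM) pre-complexed 30 min with biotinylated H3(1-15)K9me1 peptide (75 nM), then compounds added for 30 min at room temperature; AlphaScreen streptavidin donor/nickel chelate acceptor beads (10 ug/mL final) read after 30 min dark incubation.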
JMJD2E inh: qHTS Assay for Inhibitors of Human Jumonji Domain Containing 2E (JMJD2E). Lysine-specific demethylase 4E (Homo sapiens), B2RXH2. JMJD2E catalytic domain, FDH-coupled NADH fluorescence (FDH is formaldehyde dehydrogenase). Potency, µM (titrated, usually from 57.1 µM), without a hit: top-dose activity change, negative = inhibition, actives largely listed as inhibitors. actives 1.6% (n = 230,000); active means well fitted inhibition curve with a large enough effect, not every such curve was filed as active; inconclusive means small, poorly fitted or top-dose-only effect, or another doubt; inactive means no such curve, though single readings can be large or run the other way;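 further: 0% = wells with enzyme and -100% = buffer wells without enzyme; nearly all actives have a fitted effect of over 50% in size; many of its hits are not listed in these tables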
Tau fibril ThT: qHTS for Inhibitors of Tau Fibril Formation, Thioflavin T Binding; Microtubule-associated protein tau (Homo sapiens), P10636; recombinant tau K18 P301L (four-repeat tau fragment), heparin-induced fibrillization, ThT fluorescence; Potency, µM (top dose mostly 57.4 µM), for the others: at the highest dose activity, negative = inhibition, usual class: inhibitors; actives 2.1% (n = 270,000); AID 1460, 2008; further: on the % scale 0 is the no-effect control and ±100 the full control effect; nearly all actives have a fitted effect of over 55% in size
Target sequence (P10636 561-689 P618L limits assumed): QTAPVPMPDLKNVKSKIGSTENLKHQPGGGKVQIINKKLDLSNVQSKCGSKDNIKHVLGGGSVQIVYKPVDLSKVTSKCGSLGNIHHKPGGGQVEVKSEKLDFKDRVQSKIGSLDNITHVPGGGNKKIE
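Heparin-induced (20 uM) aggregation of recombinant human K18 P301L tau, 15 uM unlabeled with 0.24 uM labeled, pH 7 acetate buffer, 6 hr at 37 C with compound. Fibrils quantified by 30 uM ThT fluorescence after 1 hr ambient incubation.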
Luc counter: Counterscreen for Luciferase (Kinase-Glo TM) Inhibition; Luciferin 4-monooxygenase (Photuris pensylvanica), Q27757; Kinase-Glo luciferase, ATP luminescence, 8 min; Potency, µM (series often up to 38.3 µM), for the others: top-dose activity change, negative = inhibition, usual class: inhibitors; actives 0.28% (n = 200,000); further: on the % scale 0 is the no-effect control and ±100 the full control effect; nearly all actives have a fitted effect of over 60% in size
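Luminescence was the read-out, taken after 8-minute incubation at ambient temperature. Luciferase turned over luciferin with 10 uM ATP in imidazole pH 7.2 buffer containing KCl, MgCl2, Tween 20 and BSA.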
* hit, by the source's call; i = inactive; ? = inconclusive; · = no result given; [ ] = dose if it differs, or a comment. Unless noted, the call rests on the fitted dose curve; in most records, active means well fitted curve in the direction sought with a large enough effect; inconclusive means small, poorly fitted or top-dose-only effect, or another doubt; inactive means no such curve, though single readings can be large; an effect the other way counts as inactive or inconclusive. Potency means the concentration at half of the fitted maximal effect.

The first 5 compounds, ahead of the listing:
SMILES | ALDH1A1 inh | SMN2 splice enh | RECQ1 helicase | LMNA splice mod | L3MBTL1 inh | JMJD2E inh | Tau fibril ThT | Luc counter
O=C(CSC1=NCCN1)Nc1ccccc1[N+](=O)[O-] | ? | 18.2% | i | · | · | 4.7% | ? | 0.2%
O=C(COC(=O)Cc1ccc(Cl)cc1)Nc1ccccc1-c1ccccc1 | ? | · | -9.8% | -7.2% | 24.3% | 6.8% | -14.8% | ·
COc1ccc(NC(=O)C2CCCN(S(=O)(=O)c3cccnc3)C2)cc1OC (configuration not stated) | · | · | -8.7% | · | 11.3% | -2.8% | -12.2% | ·
Cc1noc(/C=C/N(C)C)c1S(=O)(=O)N1CCCC(C(=O)N2CCCCC2)C1 (configuration not stated) | -7.2% | -3.0% | i | -3.1% | 5.1% | 1.1% | ? | 0.7%
CCOc1ccc(CNC(=S)N/N=C/c2ccc(OC)c(OC)c2)cc1 | 8.1% | -10.3% | -22.1% | -12.8% | -10.8% | -8.1% | -7.8% | 0.6%

The listing, repeating the preview:
SMILES | ALDH1A1 inh | SMN2 splice enh | RECQ1 helicase | LMNA splice mod | L3MBTL1 inh | JMJD2E inh | Tau fibril ThT | Luc counter
O=C(CSC1=NCCN1)Nc1ccccc1[N+](=O)[O-] | ? | 18.2% | i | · | · | 4.7% | ? | 0.2%
O=C(COC(=O)Cc1ccc(Cl)cc1)Nc1ccccc1-c1ccccc1 | ? | · | -9.8% | -7.2% | 24.3% | 6.8% | -14.8% | ·
COc1ccc(NC(=O)C2CCCN(S(=O)(=O)c3cccnc3)C2)cc1OC (configuration not stated) | · | · | -8.7% | · | 11.3% | -2.8% | -12.2% | ·
Cc1noc(/C=C/N(C)C)c1S(=O)(=O)N1CCCC(C(=O)N2CCCCC2)C1 (configuration not stated) | -7.2% | -3.0% | i | -3.1% | 5.1% | 1.1% | ? | 0.7%
CCOc1ccc(CNC(=S)N/N=C/c2ccc(OC)c(OC)c2)cc1 | 8.1% | -10.3% | -22.1% | -12.8% | -10.8% | -8.1% | -7.8% | 0.6%
CCOC(=O)c1c(C)[nH]c(C(=O)CSc2ccc(Cl)cc2)c1C | 9.2% | 11.2µM* | -4.1% | -10.5% | · | -7.5% | -17.9% | -1.8%
O=C(COC(=O)C1CC2C=CC1C2)Nc1ccccc1F (configuration not stated) | 12.6µM* | 18.3% | -6.7% | · | -14.8%[11.4 µM] | -20.9% | 8.5% | -8.5%
N#C/C(=C\c1ccc(O)c(O)c1)C(=O)N1CCCC1 | ? | ? | 2.2% | ? | -2.1% | 14.1µM* | -16.6% | 0.5%
COc1ccccc1N1C[C@@H]2C[C@@H](c3ccco3)N3CCC[C@@]23C1=O | ? | · | -8.4% | · | 4.6% | -0.2% | 0.9% | 6.5%
CCSC1=C(C#N)C(c2cccc(OC)c2)CC(=O)N1 (configuration not stated) | -12.7% | -3.4% | -7.4% | 4.3% | -3.5% | -12.8% | -2.2% | -1.9%
CCc1ccc2c(CN3CCN(S(=O)(=O)c4cccs4)CC3)cc(=O)oc2c1 | 12.6µM* | -39.5%[inhibitor] | -9.6% | ? | 2.1% | -6.4% | -2.7% | 0.2%
Cc1ccc(-n2ncc3c(SCC(=O)NNC(=O)c4ccco4)ncnc32)cc1 | 15.4% | · | -8.3% | 15.5%[46 µM] | 3.3% | 6.7% | 2.4% | -3.9%
CC1Cc2ccccc2N1S(=O)(=O)c1cccc(C(=O)NC2CC2)c1 (configuration not stated) | 3.0% | -5.0% | -12.3% | ? | -0.9% | 1.0% | 2.4% | -4.1%
CN(C)CCCNC(=O)c1ccccn1 | 2.4% | -15.3% | i | 15.1% | · | 1.0% | 0.3% | -2.9%
C#CCNc1nc(CC)nc2c1nnn2Cc1ccccc1F | 7.94µM* | · | -3.3% | 2.0% | -0.9% | -7.3% | -2.2% | ·
CN(C)C(=O)c1cc(S(=O)(=O)N(C)C)c(Cl)cc1N1CCCC1 | ? | -8.9% | i | 2.8% | -1.4% | -0.5% | -0.3% | 1.6%
CC(=O)CC(c1ccccc1)S(=O)(=O)c1ccc(C)cc1 (configuration not stated) | -1.2% | 5.3% | -2.7% | -4.9% | 5.0% | 1.2% | -11.2% | -4.8%
Clc1ccccc1CSc1nnc(-c2ccco2)c(-c2ccco2)n1 | 10µM* | -10.6% | 35.5µM* | ? | 8.91µM* | ? | 17.8µM* | 0.0%
COCCNC(=S)N/N=C(\C)c1ccc2cc(OC)ccc2c1 | -8.9% | -25.8% | -1.3% | ? | -0.2% | 0.6% | ? | 2.2%
COc1ccc(-c2c[n+]3c(n2-c2ccc(C)cc2)CCCCC3)cc1 | · | · | -0.5% | · | 11.2% | -16.1% | 6.7% | ·
COc1ccc(CCNC(=O)C(=O)Nc2ccc3c(c2)OCO3)cc1OC | -2.5% | 13.9% | -2.1% | 7.3%[46 µM] | · | 5.6% | -7.1% | -2.3%
CCC(=O)Nc1c(C)ccc2nsnc12 | ? | 8.1% | -9.7% | -3.1% | 4.5% | -4.5% | 3.3% | -1.7%
CCN(CC)C(=O)/C(=C/c1ccc2c(c1)OCO2)NC(=O)c1ccc(Br)cc1 | -4.8% | 0.1% | -0.8% | ? | 5.6% | 5.5% | ? | 4.4%
COCCCNC(=O)CNC(=O)c1cn(-c2ccccc2OC)c(=O)c2ccccc12 | -0.1% | 0.2% | -11.0% | 2.8%[9.22 µM] | -25.8% | ? | 3.3% | -4.8%
CCOc1ccc(-c2nc3n(c(=O)c2C#N)CCS3)cc1 | ? | · | 6.5% | 8.4%[46 µM] | -13.1% | ? | -8.6% | 1.1%
CS(=O)(=O)NCC(c1cccnc1)N1CCN(c2ccc(F)cc2)CC1 (configuration not stated) | 0.9% | -6.0% | -8.8% | -3.1% | 7.3% | -4.6% | -13.8% | 0.6%
CC(C)(C)c1cnnn1-c1ccc(/C=N/Nc2ccc([N+](=O)[O-])cc2)cc1 | ? | -5.4% | -6.7% | ? | -4.4% | -10.6% | ? | 4.1%
COc1ccc(-c2nc3ccccc3n2OCC(=O)O)cc1 | 26.5% | · | -10.8% | · | 8.6% | 26.6% | 4.5% | -26.5%
CC(=O)c1cccc(NC(=O)c2c(C)nn(-c3ccccc3)c2Cl)c1 | -10.2% | -6.5% | 8.8% | · | -2.0% | 4.0% | -8.3% | -1.5%
NC(=O)COC(=O)c1ccc(-c2ccc(O)cc2)cc1 | -12.1% | · | -10.1% | ? | 3.1% | ? | -8.9% | ·
CC1(Cn2ccnn2)[C@H](C(=O)O)N2C(=O)C[C@H]2S1(=O)=O (some centres not stated) | 4.5% | · | -0.5% | ? | · | · | -0.9% | 0.8%[39.9 µM]
CCc1nnc(NS(=O)(=O)c2ccc(NC(=O)/C=C/c3ccc(F)cc3)cc2)s1 | 9.2% | 1.3% | 29.1% | · | -2.4% | -2.2% | 7.8% | 2.8%
C/C(CC(=O)NC12CC3CC(CC(C3)C1)C2)=N\NC(=O)c1ccc(C)cc1 | 4.7% | · | 0.4% | ? | -3.9% | 3.1% | -10.5% | -1.9%
N#CC1(C#N)C2=C(CCCC2)NC(c2ccccc2)C1(C#N)C#N (configuration not stated) | ? | -3.2% | -3.3% | 5.7% | -3.9% | ? | 25.1µM* | 0.3%
O=C(CCSc1ccccc1)NCCSCc1ccco1 | 11.2µM* | · | -7.9% | -14.7% | 1.9% | -2.2% | -11.1% | ·
O=C(CCCCCn1c(=S)[nH]c2ccc(N3CCOCC3)cc2c1=O)NCc1cccc(Cl)c1 | 4.5% | · | -3.0% | · | · | ? | -3.0% | ·
CN(C)S(=O)(=O)c1ccc(C(=O)OCC(=O)Nc2sc3c(c2C#N)CCCCC3)cc1 | -15.4% | 19.1% | -6.9% | 2.9% | 8.3% | -3.3% | -10.2% | -0.4%
CCOC(=O)c1ccc(Oc2cc(C)nc(SC)n2)cc1 | -15.4% | -3.6% | i | ? | 20.3% | 0.9% | ? | -2.1%
O=C(NC(=S)Nc1ccc(N2CCCCC2)c(Cl)c1)c1ccc2c(c1)OCCO2 | 10µM* | -54.0%[inhibitor] | i | ? | -1.5% | -3.1% | ? | -3.6%
Nc1c(C(=O)Nc2ccccc2)sc2nc(-c3ccco3)ccc12 | ? | 2.2% | i | ? | 2.8% | ? | ? | -2.7%
CCn1cc(C(=O)NCc2ccccc2OC)c(=O)c2cc(S(=O)(=O)N(C)C)ccc21 | 3.16µM* | -6.1% | 11.1% | -10.3% | 5.8% | -6.3% | 3.6% | -0.1%
O=C(Nc1cccc(S(=O)(=O)N2CCCCC2)c1)c1cnccn1 | 4.5% | -39.3%[inhibitor] | 12.0% | · | -16.2% | 3.6% | 3.7% | 7.9%
C=CCN1CCN(C(c2ccc(Cl)cc2)c2nnnn2CCc2ccc(OC)c(OC)c2)CC1 (configuration not stated) | -3.9% | 5.4% | 0.0% | 0.0% | -2.4% | 0.4% | -7.5% | 1.7%
CCOc1ccc(NS(=O)(=O)c2ccc(OC)c(NC(=O)c3ccc4c(c3)OCCO4)c2)cc1 | ? | -11.6% | 4.7% | ? | -13.0% | 7.4% | 6.1% | -1.8%

Some of the compounds tested, so the mix of outcomes need not match the whole.
